# p53ts 39C tox – qHTS Screen for Compounds that Selectively Target Cancer Cells with p53 Mutations: Cytotoxicity of p53ts Cells at the Nonpermissive Temperature | H1299-p53A138V viability at 39C, ATP luminescence, 24 h | Potency, µM (titrated, usually from 46.1 µM), without a hit: at the highest dose activity change, negative = cell killing, most hits filed as cytotoxic | 1.5% of 130,000 active | AID 902, 2007; also: nearly all actives have a fitted effect of over 55% in size
# p53ts 32C kill – qHTS Screen for Compounds that Selectively Target Cancer Cells with p53 Mutations: Cytotoxicity of p53ts Cells at the Permissive Temperature; H1299-p53A138V at 32C, ATP luminescence viability, 24 h; Potency, µM (top dose mostly 46.1 µM), without a hit: top-dose activity change, negative = cytotoxicity, most hits filed as cytotoxic; 0.93% of 130,000 active; AID 924, 2007;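 also: 0% = DMSO and -100% = full killing by reference compound; nearly all actives have a fitted effect of over 55% in size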
#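 Viability by ATPlite luminescence after 24 h compound treatment (up to 46 uM) at the permissive 32C. Cells are H1299 carrying p53 A138V. Scale runs from DMSO basal to 100 uM tamoxifen as full kill; AC50 from Hill fits.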
# IkB signaling – IkB Signaling; ABC-DLBCL IkBa-CBG/CBR dual luciferase ratio, 4 h; response scale: scaled: untreated 0%, proteasome inhibitor 100%; Potency, µM (doses to about 57.1 µM), inactives show at the highest dose IkBa stabilization activation; 0.04% of 110,000 active; active = well fitted curve in the direction sought with a large enough effect in the signal ratio, not every such curve was filed as active; inconclusive = small, poorly fitted or top-dose-only effect, or a change in a side signal; the % refers to the signal ratio;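 also: the direction sought is a rising ratio; 0% = basal untreated cells and 100% = reference inhibitor full response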
#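 Curves were fitted separately to fusion (green), unfused (red) and ratio luminescence, then classed by r2, magnitude and activity. Cells: OCI-Ly3, 4 h compound plus doxycycline at 37C; 10 uM MG-132 defined full response.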
# Imprint erasure – qHTS Assay for Compounds that Induce Erasure of Genomic Imprints; 0.02% of 110,000 active; mouse ES Peg3-LacZ reporter, beta-gal luminescence, 40 h; Potency, µM (doses to about 60.7 µM), for inactives: at the highest dose activity change, positive = activation, usual class: activators;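 also: 0% = negative control wells on the plate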
#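 Imprint erasure is scored as LacZ activity from the silenced maternal Peg3 allele in feeder-free female ES cells cultured 40 h with LIF. Luminescence is normalized to in-plate negative controls and fitted to the Hill equation.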
# The depositor's hits bear a star; ? = inconclusive; / = no result given; [ ] = another dose, or the depositor's remark. Unless noted, calls follow the shape of the dose curve; as a rule, active = well fitted curve in the direction sought with a large enough effect; inconclusive = small, poorly fitted or top-dose-only effect, or another doubt; inactive = no such curve, though single readings can be large; an effect the other way counts as inactive or inconclusive. Unless noted, % is scaled to controls: 0 for no effect and ±100 for the full control effect; potency is read from the fitted curve at half-maximal effect.
SMILES,p53ts 39C tox,p53ts 32C kill,IkB signaling,Imprint erasure
COc1ccc(-c2nc(-c3cccc([N+](=O)[O-])c3O)cc(=O)o2)cc1OC,10.0%,-0.9%,/,/
CN(C)S(=O)(=O)c1ccc(C(=O)Nc2ccc(CN3CCCC3)cc2)cc1,-13.8%,0.7%,1.6%,-5.3%
C[C@]12CC[C@H]3c4ccc(OC[C@H]5CO5)cc4CC[C@H]3[C@H]1CC[C@@H]2O,-0.4%[9.22 µM],-0.3%[9.22 µM],/,/
Cn1nc(C(=O)NCc2ccc(Cl)cc2)c2c1-c1ccccc1S(=O)(=O)C2,-10.2%,1.8%,-0.5%,-3.4%[10.9 µM]
CCOc1ccc(CNC(=O)CCn2c(=O)c3cccn3c3cccnc32)cc1,5.6%,10.7%,-1.4%,-10.3%[10.9 µM]
Cc1ccc(C(=O)Nc2nc3n(n2)C(c2ccccc2)C=C(c2ccccc2)N3)cc1 (configuration not stated),-4.6%,-2.5%,0.5%,-10.6%[10.9 µM]
Cc1ccc(OCCNC(=O)c2ccco2)cc1C,-29.4%,-22.7%,0.3%,-22.5%
O=C(NNC(=O)c1ccncc1)c1ccncc1,-8.1%[9.22 µM],-4.8%[9.22 µM],-0.9%[11.4 µM],5.4%[10.9 µM]
CCCCNC(=O)c1ccc(CS(=O)(=O)c2cccc(C(F)(F)F)c2)o1,3.9%,9.8%,0.6%,-11.2%
CCC(C)NC(=O)C1CC(c2cccc(OC)c2)=NO1 (configuration not stated),-3.4%,-3.9%,0.6%,-1.7%
Cc1nc(SCC(=O)Nc2nsc(-c3ccc(C(C)(C)C)cc3)n2)c2c3c(sc2n1)CCCC3,2.6%,-5.6%,-1.1%,-5.2%[10.9 µM]
CCc1ccc(NC(=O)[C@H](CSCc2ccccc2)N2Cc3ccccc3C2=O)cc1,-8.4%,11.3%,0.8%,-1.7%[10.9 µM]
COc1ccc(N2CCN(C(=O)C(C)(C)Oc3ccc(Cl)cc3)CC2)cc1,22.5%,24.4%,?,-20.3%
CCOC(=O)C1(C)C=C(Nc2ccc(C)cc2)C(=O)N1c1ccccc1 (configuration not stated),10.5%,3.4%,?,-3.4%[10.9 µM]
COC(=O)C1=C(C)OC(N)=C(C#N)C1C1CCCCC1 (configuration not stated),-14.3%,14.6%,2.5%,-5.9%
COc1ccc(NC(=O)C2CCCN2C(=O)NC2CCCCC2)cc1OC (configuration not stated),-10.5%,-22.7%,-0.8%,14.5%
Cn1c(COc2ccc(Cl)cc2)nc2ccccc2c1=O,-6.3%,3.4%,-0.2%,-11.0%
O=[N+]([O-])c1ccc(-c2cn(-c3ccccc3)c(=S)[nH]2)cc1,-20.4%,-6.1%,/,/
CCOc1ccc(-c2cc(C(=O)NCCc3ccc(OC)c(OC)c3)c3c(-c4ccc(F)cc4)[nH]nc3n2)cc1,?,-24.3%,-1.5%,-19.7%[10.9 µM]
CC(=O)c1cccc(NC(=O)CSc2nnc3ccc(-c4ccc(F)cc4)nn23)c1,-13.2%,-2.9%,2.3%,-8.7%[10.9 µM]
COc1ccc(C2CC(C(F)(F)F)n3nc(C(=O)Nc4ccc5c(c4)OCO5)cc3N2)cc1 (configuration not stated),-11.8%,-2.9%,3.8%,-8.2%
Cc1ccc2[nH]c(CSc3nnc(NC(=O)c4ccccc4C)s3)cc(=O)c2c1,-7.7%,-6.9%,?,8.2%[10.9 µM]
Cc1ccc(Nc2c3c(nc4nncn24)CCC3)c(C)c1,-3.4%,5.2%,1.0%,6.4%[10.9 µM]
COc1ccc(NC(=O)Cn2c(=O)oc3cc(S(=O)(=O)NC4CCCC4)ccc32)cc1OC,-3.4%,15.1%,0.7%,-9.3%[10.9 µM]
O=C1C2C3C=CC(C3=C3CCCCC3)C2C(=O)N1c1ccccc1 (configuration not stated),0.9%,-0.4%,-2.5%,-27.7%
CCn1cc(Cl)c(C(=O)N2N=C3/C(=C/c4cccs4)CCCC3C2c2cccs2)n1 (configuration not stated),20.3%,22.8%,/,/
Cc1ccc(NC(=O)N2CCN3CCCCC3C2)cc1C (configuration not stated),2.7%,-0.3%,?,-1.8%[10.9 µM]
Cc1ccc(NC(=O)c2nnn(CC(=O)Nc3ccccc3)c2N)cc1C,-2.9%,19.1%,0.0%,5.3%
CCOC(=O)c1c(C)nc2ncccn12,8.9%,-1.4%,-1.6%,2.5%
Nc1nc(CSc2nc3ccccc3[nH]2)cs1,-18.4%,-29.0%,1.6%,-21.7%
COn1cnnc1-c1ccccc1,-1.3%,-4.4%,-0.9%,-1.5%
CC(C)c1nnc(NC(=O)CSc2nc3ccccc3s2)s1,-6.7%,0.6%,?,-8.7%
Cc1ccc(N(Cc2cc(=O)[nH]c3ccccc23)C(=O)c2ccco2)cc1,-9.7%,-7.4%,?,-9.7%
Cc1cccc(C(=O)Nc2nc3c(s2)CCCC3)c1,12.6µM*,10µM*,?,-28.3%[10.9 µM]
Cc1cc(N2CCC(C)CC2)nc2ccc(NC(=O)CCC(=O)N3CCN(c4cccc(C(F)(F)F)c4)CC3)cc12,-27.1%,6.3%,16.5%,-15.4%[10.9 µM]
Cc1onc(-c2ccccc2)c1C(=O)NC(C)C,-4.9%,0.9%,-2.2%,-3.2%
CCCCc1ccc(CC(=O)O)cc1,-13.3%,-3.0%,0.4%,-6.7%
COc1ccc(-c2cc(N)n(S(=O)(=O)Cc3ccccc3)n2)c(OC)c1,2.8%,9.8%,-1.9%,-12.1%
CSC1=NCCN1C(=O)C(C)(C)Oc1ccc(Cl)cc1,7.0%,-0.3%,0.3%,0.9%
CCOC(=O)c1ccccc1NC(=O)COc1ccccc1-c1nnc(-c2ccccc2)o1,-18.2%,6.2%,?,-14.9%[10.9 µM]
CCC(C)Nc1sc(S(=O)(=O)CC)nc1S(=O)(=O)c1ccc(C)cc1 (configuration not stated),-8.9%,5.1%,?,-5.1%[10.9 µM]
Fc1ccc(C(Nc2ccccc2Cl)c2nnc(-c3ccccc3Cl)o2)cc1 (configuration not stated),-14.6%,16.5%,3.6%,-10.1%[10.9 µM]
CCN(CC)CCCNC(=O)c1nn(-c2ccc(C)cc2)c(=O)c2c1c1ccccc1n2C,9.2%,-9.3%,-0.8%,?
CCC(C)NC(=O)c1ccccc1C(=O)NC(C)CC (configuration not stated),5.2%,0.6%,-0.6%,5.4%
COc1ccccc1OCC(=O)N(Cc1nc(-c2ccccc2)no1)C1CCCCC1,5.9%,16.3%,?,-8.2%
CC(C)N(C)C1CCN(C(=O)Nc2ccc(Cl)cc2)CC1,-3.5%,-4.2%,-1.8%,-5.1%
O=C(CSc1nc2ccccc2n1Cc1ccccc1F)NCc1ccccc1,2.2%,-8.7%,1.0%,-9.2%[10.9 µM]
CC1=C(C(=O)Nc2ccccc2C)C2(CCCC2)C(C(N)=O)C(=O)N1 (configuration not stated),2.5%,-1.5%,1.1%,2.6%
CCc1ccc(C(=O)c2cn(CC(=O)Nc3ccc4c(c3)OCCO4)c3ccc(F)cc3c2=O)cc1,-20.3%,-6.8%,6.6%,-12.9%[10.9 µM]
Cc1nnc(SCC(=O)NCC2CCCO2)n1-c1ccccc1 (configuration not stated),-2.1%,0.0%,0.7%,-10.5%
CCOC(=O)N1CCC(c2[nH][nH]c(=O)c2C)CC1,7.0%,-22.9%,-1.3%,-13.7%
O=S(=O)(c1ccccc1)c1nc(-c2cccs2)oc1SCc1ccccc1F,2.9%,4.6%,-2.6%,-6.9%[10.9 µM]
COc1ccc(-c2[nH]ncc2-c2cnn(-c3ccccc3)c2)c(O)c1,3.7%,3.0%,-1.5%,-1.2%
C=CCn1c(=O)[nH]c2cc(C(=O)N3CCN(c4cc(C)ccc4C)CC3)ccc2c1=O,-19.2%,-14.6%,-1.0%,-16.0%
Cc1ccc(C(=O)N2CCCC2)cc1S(=O)(=O)Nc1ccccc1,1.7%,1.7%,-1.8%,5.7%
CCc1ccccc1N(c1nc(-c2ccc(OC)c(OC)c2)no1)c1nc(-c2ccc(OC)c(OC)c2)no1,11.6%,1.7%,?,-11.9%[10.9 µM]
COCCCNC(=O)CCC(=O)NNc1nc2ccccc2c2nc(C)nn12,-0.8%,10.4%,4.9%,-4.0%[10.9 µM]
CCCc1cc(=O)[nH]c(SCC(=O)c2cc(C)n(C(C)COC)c2C)n1 (configuration not stated),11.0%,12.3%,-0.3%,-7.0%
Cc1ccc(Cl)cc1NC(=O)CN1C(=O)CCc2ccccc21,-5.9%,0.7%,1.8%,7.8%[10.9 µM]
O=C(Nc1ccc(-c2cn3ccsc3n2)cc1)C1COc2ccccc2O1 (configuration not stated),-15.8%,?,?,-47.7%[inhibitor]

# Molecules from the list above containing an NH in an aromatic ring, in the order listed:
SMILES,p53ts 39C tox,p53ts 32C kill,IkB signaling,Imprint erasure
O=[N+]([O-])c1ccc(-c2cn(-c3ccccc3)c(=S)[nH]2)cc1,-20.4%,-6.1%,/,/
CCOc1ccc(-c2cc(C(=O)NCCc3ccc(OC)c(OC)c3)c3c(-c4ccc(F)cc4)[nH]nc3n2)cc1,?,-24.3%,-1.5%,-19.7%[10.9 µM]
Cc1ccc2[nH]c(CSc3nnc(NC(=O)c4ccccc4C)s3)cc(=O)c2c1,-7.7%,-6.9%,?,8.2%[10.9 µM]
Nc1nc(CSc2nc3ccccc3[nH]2)cs1,-18.4%,-29.0%,1.6%,-21.7%
Cc1ccc(N(Cc2cc(=O)[nH]c3ccccc23)C(=O)c2ccco2)cc1,-9.7%,-7.4%,?,-9.7%
CCOC(=O)N1CCC(c2[nH][nH]c(=O)c2C)CC1,7.0%,-22.9%,-1.3%,-13.7%
COc1ccc(-c2[nH]ncc2-c2cnn(-c3ccccc3)c2)c(O)c1,3.7%,3.0%,-1.5%,-1.2%
C=CCn1c(=O)[nH]c2cc(C(=O)N3CCN(c4cc(C)ccc4C)CC3)ccc2c1=O,-19.2%,-14.6%,-1.0%,-16.0%
CCCc1cc(=O)[nH]c(SCC(=O)c2cc(C)n(C(C)COC)c2C)n1 (configuration not stated),11.0%,12.3%,-0.3%,-7.0%

# Going on with the list.
SMILES,p53ts 39C tox,p53ts 32C kill,IkB signaling,Imprint erasure
COc1cccc(OCc2nc3ccccc3[nH]2)c1,?,15.8µM*,?,-86.5%[inhibitor]
CCc1ccc(-n2c(N3CCN(c4ccc(F)cc4)CC3)nc3ccccc3c2=O)cc1,8.8%,8.7%,?,-8.8%[10.9 µM]
CCOC(=O)C1CCN(CC(=O)Nc2c(C(=O)OC)n(C)c3cccc(C)c23)CC1,7.9%,2.0%,-2.5%,-5.9%
Brc1cccc(CNCCSc2nnnn2-c2ccccc2)c1,-0.8%,-11.1%,-1.0%,-12.3%[10.9 µM]
Nc1nc(Cl)c2ncn(C3OC(CO)C(O)C3O)c2n1 (configuration not stated),4.8%,1.1%,/,12.3%
COC(=O)N1CCC2(CC1)CN(C(=O)Nc1ccc(OC)cc1)C2,-7.6%,-6.5%,0.4%[11.4 µM],/
N#Cc1ccc(Oc2cccnc2)cc1C#N,1.7%,3.6%,-3.4%,-2.5%
CC(=O)c1ccc(N2CCN(S(=O)(=O)c3ccc4c(c3)C(C)(C)C(=O)N4)CC2)cc1,0.6%,-12.5%,?,-8.7%[10.9 µM]
O=C(COc1ccc(-n2cnnn2)cc1)NC1CCCCC1,3.5%,-2.7%,-1.6%,-1.8%
CC(C)C(=O)Nc1ccccc1N1CCN(S(C)(=O)=O)CC1,19.0%,-0.4%,-3.1%,-3.5%
CC1(C)S[C@@H]2[C@H](NC(=O)COc3ccccc3)C(=O)N2[C@H]1C(=O)O (tested in a mixture with another compound),4.0%[20.6 µM],2.6%[20.6 µM],1.2%[25.6 µM],-10.5%[16.8 µM]
CC(=O)N1CCOc2cc(S(=O)(=O)Nc3cc(C(F)(F)F)ccc3Cl)c(C)cc21,?,9.2%,0.4%,-13.0%[10.9 µM]
O=C(Nc1cccc(F)c1)N1CC[C@@]2(CCCNC2)C1,0.1%,-3.7%,2.4%[11.4 µM],/
COc1cccc(NS(=O)(=O)c2ccc3c(c2)n(C)c(=O)n3C)c1,?,0.1%,4.1%,-20.8%[10.9 µM]
CC1CCN(Cc2nc3c(c(=O)n(C)c(=O)n3C)n2CCN2CCOCC2)CC1,12.2%,-5.6%,5.2%,/
O=C(CSc1nnc(-c2ccccc2Cl)n1Cc1ccco1)Nc1ccc2c(c1)OCCO2,-0.4%,6.1%,?,-18.1%
